GSTO1 inh: GSTO1 inhibition, counter-screen for RBBP9 inhibitors. P78417. recombinant GSTO1, activity-based probe fluorescence polarization. inhibition, % at 5.96 µM. 1.1% of 300,000 active;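 active means inhibition above the campaign mean inhibition plus 3 SD, cut at about 35% in these data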;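 further: 0% = GSTO1-1 with DMSO and 100% = wells lacking GSTO1-1 enzyme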
PAFAH1B3 FP inh: blocks human PAF acetylhydrolase 1B catalytic subunit 3; Q15102; recombinant PAFAH1B3, FP-rhodamine probe, fluorescence polarization; inhibition, % at 3.39 µM; 0.28% of 340,000 active; AID 492972;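 active means inhibition above the screen-wide average of all tested compounds plus 3 SD, cut at about 25% in these data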;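 further: 0% = enzyme with DMSO only and 100% = wells lacking PAFAH1B3 protein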
pPAFAH inh: pPAFAH (human) enzyme inhibition. Q13093. recombinant pPAFAH, FP-rhodamine probe fluorescence polarization. inhibition, % at 3.39 µM. 1.5% of 330,000 active;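 active means inhibition above the mean inhibition across the screen plus 3 SD, cut at about 25% in these data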;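 further: inhibitors block binding of the rhodamine activity-based probe so polarization drops; 0% = enzyme with DMSO and 100% = wells lacking pPAFAH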
PREPL inhibitor: inhibitors of human prolyl oligopeptidase-like enzyme PREPL; inhibition, % at 5.96 µM; 0.68% of 320,000 active; recombinant PREPL, fluorescence polarization activity-based probe; in the data active means inhibition above about 43%;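 further: 0% = enzyme with DMSO and 100% = wells lacking enzyme; many of its hits are not listed in these tables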
PAFAH2 inh: inhibitors of human PAFAH2. 0.99% of 340,000 active. inhibition, % at 3.39 µM. Q99487. recombinant PAFAH2, FP-rhodamine activity probe, fluorescence polarization;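 active means inhibition above the mean over all tested compounds plus 3 SD, cut at about 30% in these data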;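 further: inhibitors block probe labeling of enzyme so polarization drops; 0% = enzyme with DMSO and 100% = wells lacking PAFAH2 protein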
PAFAH1B2 inh: inhibitors of human PAFAH1B2 | AID 492953 | recombinant PAFAH1B2, FP-rhodamine activity probe, fluorescence polarization | P68402 | 1.2% of 340,000 active | inhibition, % at 3.39 µM;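 active means inhibition above the mean of all tested compounds plus 3 SD, cut at about 24% in these data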;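 further: 0% = enzyme with DMSO and 100% = wells lacking PAFAH1B2; many of its hits are not listed in these tables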
LYPLA2 counter: LYPLA2 (human) inhibition in PME1 counter-screen | O95372 | recombinant LYPLA2, FP-Rh probe fluorescence polarization | inhibition, % at 5.9 µM | 0.38% of 320,000 active | AID 2177;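 active means inhibition above the screen-wide mean plus 3 SD, limit set per campaign, cut at about 26% in these data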;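 further: 0% = LYPLA2 with DMSO and 100% = wells lacking LYPLA2 enzyme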
PAD4 FP inh: inhibitors of human PAD4. Q9UM07. recombinant PAD4, RCA probe fluorescence polarization. inhibition, % at 6.36 µM. 0.41% of 330,000 active;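 active means percent inhibition above a cutoff equal to the mean of all tested compounds plus 3 SD, cut at about 15% in these data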;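 further: 0% = PAD4 with RCA probe and DMSO and 100% = probe without PAD4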
LYPLA1 inh: LYPLA1 (human) inhibition in PME1 counter-screen | inhibition, % at 5.9 µM | recombinant LYPLA1, FP-Rh probe fluorescence polarization | 0.16% of 320,000 active | O75608 | AID 2174;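 active means inhibition above the mean of all tested compounds plus 3 SD, set per campaign, cut at about 14% in these data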;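 further: inhibitors block serine hydrolase probe labeling of LYPLA1 so polarization falls; 0% = enzyme with DMSO and 100% = wells lacking LYPLA1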
* = called active by the depositor; nt = no result given. Only part of the results is shown. The share of hits here may be higher or lower than overall.

Sequence of screens – PREPL inhibitor	LYPLA1 inh	PAFAH2 inh	PAFAH1B2 inh	pPAFAH inh	GSTO1 inh	LYPLA2 counter	PAFAH1B3 FP inh	PAD4 FP inh
- COc1cccc(N2CCN(S(=O)(=O)c3c(C)[nH]c(C)c3C(=O)N3CCCC3)CC2)c1
 : 6	5	-4	0	2	2	5	6	-5
- COc1ccc(-c2cc(=O)c3cc(O)ccc3o2)cc1
 : -8	0	0	2	-7	-18	3	8	-3
- COc1cc(C(=O)COC(=O)CNC(=O)C2CCCCC2)cc(OC)c1OC
 : 1	-2	0	2	1	6	-3	-7	1
- Cn1cc(Cl)c(C(=O)N(Cc2ccccc2)c2ccccn2)n1
 : -3	0	-1	3	-2	2	3	2	-2
- Cc1nn(CC(=O)Nc2cc(S(=O)(=O)N(C)C)ccc2Cl)c(C)c1[N+](=O)[O-]
 : 21	1	-6	3	1	-2	-2	-5	-3
- O=C(NC(Cc1ccccc1)C(=O)N1CCc2ccccc2C1)c1ccccc1 (centres undefined)
 : -3	-3	-11	10	-2	0	0	9	-2
- CC1CCCN(C(=O)CNC(=O)Cn2ccc3ccccc3c2=O)C1 (centres undefined)
 : 9	1	8	-4	-6	5	-1	2	0
- Cc1ccc(S(=O)(=O)N2CCC(C(=O)NC3CCCCCC3)CC2)cc1
 : 2	3	2	8	10	3	5	5	3
- Cc1c(C(=O)Nc2nc3ccccc3[nH]2)oc2c(Cl)cccc12
 : 1	-7	3	-1	2	-1	-6	-7	-1
- Cc1ccc(C(F)(F)F)cc1NC(N)=S
 : 0	-1	11	8	1	-4	-1	8	-2
- O=C(NCc1ccccc1)c1onc(CS(=O)(=O)c2ccccn2)c1C(=O)NCc1ccccc1
 : 2	0	2	0	3	3	3	3	-1
- CCOC(=O)N1CCN(c2cc(C)c(C(C)=O)cc2F)CC1
 : -1	7	3	6	2	-2	3	-3	4
- CC1=C(C(=O)OCc2ccccc2)C(c2ccsc2)C(C#N)=C(N)O1 (centres undefined)
 : 24	4	-2	6	6	10	11	7	2
- COC(=O)c1ccc(NC(=O)C2CC2)o1
 : 10	-4	-2	2	2	3	-4	10	0
- CCOc1ccccc1N1CCN(C(=S)NCc2ccccc2)CC1
 : 2	1	-3	-5	4	3	-2	2	0
- COc1cccc(NC(=O)NC2CCCCCCC2)c1
 : 6	0	5	0	1	-3	15	8	7
- C=CCc1ccc(OC(=O)c2ccccc2)c(OC)c1
 : 12	-2	9	6	-1	-3	-1	5	-2
- O=C(CCCc1ccccc1)Nc1nnc(C(F)(F)F)s1
 : 11	0	4	3	2	6	-2	5	3
- COc1cccc(CNC(=O)c2ccc(CS(=O)c3ccccc3)o2)c1 (centres undefined)
 : -4	1	-1	3	1	-2	-8	4	5
- CCN(C[C@H]1N[C@@](Cc2ccccc2)(C(=O)OC)[C@H]2C(=O)N(Cc3ccccc3)C(=O)[C@@H]12)S(=O)(=O)c1ccc(OC)cc1
 : 3	nt	3	11	-9	nt	nt	7	0
- CCC1CCCCN1C(=O)N[C@@H](CCSC)C(=O)OC (some centres undefined)
 : 5	3	2	-2	3	13	-1	4	-4
- Cn1c(=O)cc(OCCCC(=O)N2CCN(Cc3ccc4c(c3)OCO4)CC2)c2ccccc21
 : 31	4	6	1	5	1	10	7	-4
- C[C@H](NC(=O)CCn1nnc2ccccc2c1=O)C(=O)O
 : -13	0	3	3	3	2	4	2	3
- CCOc1ccc(C(=O)Oc2cc(C)[nH]c(=O)c2[N+](=O)[O-])cc1OCC
 : -5	-2	5	-2	5	-2	10	3	1
- CCOC(=O)c1cc(=O)n2nc(-c3ccc(C)cc3)nc2s1
 : -1	0	4	2	2	3	-5	5	0
- C=CCOc1ccc(C2c3c(oc4ccccc4c3=O)C(=O)N2CCCN2CCOCC2)cc1 (centres undefined)
 : 3	-5	4	2	2	5	-3	0	1
- COc1ccc(C(=O)Nc2cnc3ccccn3c2=O)cc1
 : 1	0	-1	-6	-4	2	-1	-7	-34
- COc1ccccc1C(CNc1ncnc2sc(C)c(C)c12)N(C)C (centres undefined)
 : -4	3	-15	4	3	3	10	4	4
- O=C(Nc1ccc2nc(-c3cccnc3)[nH]c2c1)c1ccccc1F
 : -1	-3	-22	-5	-6	1	0	1	-15
- OCC1(Cc2ccccc2)CCCN(Cc2ccc3c(c2)OCCO3)C1 (centres undefined)
 : 23	-1	4	-3	3	9	2	4	-1
- O=C(C(Cl)c1ccccc1)N1CCOCC1 (centres undefined)
 : 13	0	3	4	-3	1	-4	5	-6
- CC(C)CCNC(=O)CN(Cc1ccc2c(c1)OCO2)C(=O)Cn1nnc(-c2cccs2)n1
 : -3	-2	5	6	-3	-3	3	0	2
- COc1cc(/C=N/n2cnn(Cc3ccccc3Cl)c2=S)cc(OC)c1OC
 : 3	-6	nt	nt	2	-1	-11	nt	-3
- CC(=O)Nc1c(O)nc(SCC(=O)N2CCN(c3ccc(F)cc3)CC2)[nH]c1=O
 : 8	0	-8	-2	2	2	4	-2	4
- COc1ccc(C2C(C#N)=C(N)OC3=C2C(=O)CC(C)(C)C3)c(OC)c1OC (centres undefined)
 : 11	1	11	2	-3	3	4	0	-2
- CCOC(=O)c1c(NC(=O)CC2Sc3ccc(C(F)(F)F)cc3NC2=O)sc(C)c1C (centres undefined)
 : 4	-2	-8	2	3	10	2	-2	-1
- COc1cc(COCC(O)CN2CCc3ccccc3C2)cc(OC)c1OC (centres undefined)
 : -3	1	-7	0	3	0	-1	10	-2
- O=[N+]([O-])c1ccc(Nc2nc(N/N=C\c3ccc4c(c3)OCO4)nc(N3CCCCC3)n2)cc1
 : 10	-18	-15	-2	8	-9	-21	-10	-6
- Cc1cc(C(=O)N/N=C/C=C/c2ccc3c(c2)OCO3)n[nH]1
 : 4	0	0	1	2	-6	-5	5	3
- CCCS(=O)(=O)N1CCC(C(=O)N2CCN(Cc3ccccc3)CC2)CC1
 : 7	6	10	4	1	3	10	-1	-6
- CC1CCCN(CCCNC(=O)c2ccc(CS(=O)(=O)c3c(Cl)cccc3Cl)o2)C1 (centres undefined)
 : -62	-1	2	-2	3	-2	4	1	-5
- CCc1nnc(N/N=C/c2ccccc2Cl)n1N
 : -6	1	10	2	-3	25	-2	3	36*
- CCOC(=O)c1cnc2ccccc2c1NCCO
 : 0	-6	-5	0	-1	3	-7	5	-3
- CCOc1ccccc1-n1nnnc1SCC(=O)N1CCCC1=O
 : 1	nt	66*	2	0	nt	nt	17	-6
- COC(=O)c1c(NC(=O)c2ccco2)sc(C)c1C
 : -1	-1	1	-1	-11	4	-5	8	-1
- CN(C)S(=O)(=O)c1cccc(NC(=S)N2CCc3ccccc32)c1
 : 8	-2	2	8	3	-5	-4	3	-1
- Cc1cc(C)nc(SCC(=O)O)n1
 : -2	3	5	-1	2	2	0	2	-1
- COCCNC(=O)C(c1ccc(C)cc1)N(C(=O)CCC(=O)Nc1ccccn1)c1ccccc1C (centres undefined)
 : 11	-4	8	6	4	-5	-6	8	-3
- CCC(C)(C)NC(=O)c1ccc(S(=O)(=O)N(C)c2ccccc2OC)cc1
 : 0	1	0	4	0	4	9	2	3
- COc1cccc(COC(=O)C2CCN(C(=O)c3ccc(F)cc3)CC2)c1OC
 : -4	-1	4	0	10	-6	-4	6	-4
- CC1C(=O)CC(c2ccc([N+](=O)[O-])cc2)NC1c1ccc([N+](=O)[O-])cc1 (centres undefined)
 : 10	4	6	4	9	10	13	-2	2
- O=C(NCCc1ccc(Cl)cc1)C12CC3CC(CC(O)(C3)C1)C2
 : 10	4	1	17	4	3	10	4	0
- O=C(/C=C/c1cccc(Cl)c1)NNC(=O)c1ccncc1
 : 3	1	3	0	-2	nt	-2	-10	2
- Cc1cc(C(=O)OCC(=O)N2CC(C)OC(C)C2)c(C)n1-c1ccccc1 (centres undefined)
 : 0	0	-4	-2	4	nt	-2	8	1
- Cc1ccc(/C=C/C(=O)O)cc1S(=O)(=O)NCc1ccco1
 : -11	-2	-8	3	4	2	-3	8	-9
- Cc1cc(C)n(CCNCc2c(C(=O)N3C[C@@H](C)O[C@@H](C)C3)nc3ccc(Cl)cn23)n1
 : 1	-2	1	-1	1	-12	-2	2	-1
- O=c1[nH]n(-c2ccccn2)c(=O)c2ccccc12
 : 6	1	-6	0	1	10	2	2	2
- Cc1ccc(S(=O)(=O)Nc2ccncc2)c(C)c1
 : -6	1	1	3	3	-7	-4	6	-1
- Cn1c(SCC(=O)Nc2ccccc2)nc(O)cc1=O
 : 6	-2	-3	7	11	1	-4	21	3
- COc1ccccc1CCC(=O)OCC(=O)Nc1cccc(S(=O)(=O)N2CCOCC2)c1
 : 7	-5	73*	-6	13	-3	-2	6	-2

Next compounds:
Sequence of screens – PREPL inhibitor	LYPLA1 inh	PAFAH2 inh	PAFAH1B2 inh	pPAFAH inh	GSTO1 inh	LYPLA2 counter	PAFAH1B3 FP inh	PAD4 FP inh
- O=C(O)CCn1c2ccccc2c2nc3ccccc3nc21
 : 7	0	7	8	-4	-6	0	13	-5
- O=C(CSc1ccccc1)Nc1ccc(N2CCN(c3ccccc3)CC2)c(F)c1
 : 19	-1	5	3	4	9	0	9	2
- COc1ccc(CCNC(=O)C2CCCN2C(=O)Nc2ccccc2)cc1OC (centres undefined)
 : -2	2	2	4	1	3	4	7	-2
- COC(=O)c1ccc(NC(=O)CCN2CCN(CCC(=O)Nc3ccc(C(=O)OC)cc3)CC2)cc1
 : -1	-1	-5	0	-2	-3	0	-1	-4
- CCN(CC)S(=O)(=O)c1cc(C(=O)Nc2ccccc2C(=O)O)ccc1OC
 : 5	1	8	-1	-1	-17	-3	6	2
- CC(=O)N=c1sc2nc3ccccc3nc2n1N(C(C)=O)C(C)=O
 : 3	-4	4	1	1	16	1	-1	-5
- O=C1C(Cc2ccccc2)Nc2ncnc(N3CCc4ccccc4C3)c2N1Cc1ccccc1 (centres undefined)
 : -4	nt	7	8	2	nt	nt	7	-6

Assay outcomes: PubChem, The Scripps Research Institute Molecular Screening Center
